Glioma ERSR ind: induces the endoplasmic reticulum stress response in human glioma cells. U87-MG GRP78 promoter luciferase reporter, 16 h. Potency, µM, without a hit: at the top dose activation, hits mostly activators. actives 0.02% (n = 420,000); further: potency means the concentration at half of the fitted maximal effect; series mostly up to about 76 µM; % of control where 0% means no effect; nearly all actives have a fitted effect of over 35% in size
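Stably transfected U87-MG human glioma cells carrying a GRP78-based luminescent sensor were seeded at 1000 cells/well, pin-dosed with compounds and incubated 16 h. Luciferase reagent was then added, and end-point luminescence was read after 10 min at room temperature.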
Vif-APOBEC3F blk: inhibitors of Vif-A3F interaction | HeLa A3F-eYFP + Vif (tagged APOBEC3F with the HIV-1 protein that degrades it), YFP fluorescence increase | Potency, µM (top dose mostly 46.1 µM), for the others: at the top dose activity, negative = active | actives 0.2% (n = 390,000); further: potency means the concentration at half of the fitted maximal effect; % of control where 0% means no effect; nearly all actives have a fitted effect of over 65% in size
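HeLa cells stably expressing Vif plus C-terminally eYFP-tagged A3F were seeded, incubated overnight at 37 deg C, dosed with compound, incubated overnight again at 37 deg C. Yellow fluorescence (Ex 488/Em 500-530) reported blocked Vif-mediated A3F-eYFP degradation.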
D1 antag: blocks dopamine activation of the human D1 receptor; activity change, negative = inhibition, % at 10 µM; actives 3.2% (n = 360,000); HEK293 TREx D1 cells, calcium flux, dopamine EC80; active compounds read low; P21728; in the data active means activity change below about -30%; further: on the % scale 0 is the no-effect control and ±100 the full control effect
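Kinetic fluorescence of a calcium dye serves as the read-out. D1-expressing Hek293 Trex cells, induced overnight at 30 C, are exposed to compound for 180 s before an EC80 dopamine addition, then read 180 s further.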
RXFP1 agonist: RXFP1 (human) receptor agonism. AID 2676. actives 0.3% (n = 370,000). HEK293T-RXFP1 cAMP TR-FRET, 30 min; response scale: percent of porcine relaxin response, buffer zero. Potency, µM (titrated, usually from 57.5 µM), without a hit: top-dose activation, most hits filed as activators; further: potency means the concentration at half of the fitted maximal effect; on the % scale 0 is the no-effect control and ±100 the full control effect; nearly all actives have a fitted effect of over 60% in size; many of its hits are not listed in these tables
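HEK293 cells stably expressing RXFP1, treated 30 min at 37C with compounds plus PDE4 inhibitor Ro 20174; cAMP measured by HTRF TR-FRET. Normalized to buffer and 29 nM porcine relaxin; EC50 by Hill fit.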
D1 PAM: potentiators of human D1 dopamine receptor. P21728. HEK293 TREx D1 cells, calcium flux, dopamine EC20 potentiation. potentiation, % at 10 µM. actives 0.036% (n = 360,000). AID 504651; in the data active means potentiation above about 30%; further: 0% is about no effect
Vif-A3G inh: Vif-A3G binding inhibition; Q9HC16; HeLa A3G-eYFP + Vif (tagged APOBEC3G with the HIV-1 protein that degrades it), YFP fluorescence, overnight; Potency, µM (highest dose often 46.1 µM), for inactives: at the highest dose activity, negative = active, usual class: inhibitors; actives 0.076% (n = 410,000); AID 602310;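 further: potency means the concentration at half of the fitted maximal effect; on the % scale 0 is the no-effect control and ±100 the full control effect; nearly all actives have a fitted effect of over 60% in size; hits raise eYFP signal because A3G escapes Vif-driven loss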
Target sequence (Q9HC16 whole entry, looked up): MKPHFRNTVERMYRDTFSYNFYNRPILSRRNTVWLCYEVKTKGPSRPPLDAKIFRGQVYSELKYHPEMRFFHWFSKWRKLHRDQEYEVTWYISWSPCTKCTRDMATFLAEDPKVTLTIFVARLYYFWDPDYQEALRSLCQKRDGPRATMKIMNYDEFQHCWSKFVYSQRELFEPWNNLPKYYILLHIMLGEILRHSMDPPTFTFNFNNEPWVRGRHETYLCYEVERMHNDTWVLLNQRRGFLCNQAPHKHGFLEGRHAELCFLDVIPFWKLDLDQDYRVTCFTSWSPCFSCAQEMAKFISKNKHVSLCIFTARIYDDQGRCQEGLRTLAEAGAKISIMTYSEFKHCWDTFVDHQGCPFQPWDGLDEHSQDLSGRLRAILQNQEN
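HeLa cells stably expressing Vif and C-terminally eYFP-tagged A3G, seeded overnight at 37 deg C, then exposed to compound by pintool overnight at 37 deg C. Rise in yellow fluorescence (Ex 488/Em 500-530, Acumen) marks blocked Vif-driven A3G degradation.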
D2 PAM: D2 dopamine receptor (human) potentiation. P14416. HEK293 T-REx D2, calcium flux, EC20 dopamine potentiation. actives 0.34% (n = 340,000). AID 485347. potentiation, % at 10 µM;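 active means potentiation over 3 SD above the plate norm, cut at about 30% in these data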; further: 0% is about no effect
Target sequence (P14416 whole entry, looked up): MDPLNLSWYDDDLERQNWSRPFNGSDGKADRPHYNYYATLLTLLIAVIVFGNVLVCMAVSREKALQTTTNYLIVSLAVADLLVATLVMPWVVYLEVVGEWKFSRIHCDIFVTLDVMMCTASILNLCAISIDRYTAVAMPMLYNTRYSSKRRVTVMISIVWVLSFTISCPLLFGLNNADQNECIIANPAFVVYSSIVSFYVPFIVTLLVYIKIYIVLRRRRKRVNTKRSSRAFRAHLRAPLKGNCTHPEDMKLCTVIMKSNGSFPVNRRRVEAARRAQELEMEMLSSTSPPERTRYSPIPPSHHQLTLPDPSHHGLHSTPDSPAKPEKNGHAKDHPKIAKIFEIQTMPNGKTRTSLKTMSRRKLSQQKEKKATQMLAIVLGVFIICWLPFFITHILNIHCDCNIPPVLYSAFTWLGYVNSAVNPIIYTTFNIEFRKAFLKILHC
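Primary screen. Calcium kinetics in induced HEK293 T-REx D2 cells: compound pre-addition 180 s, EC20 dopamine, 180 s more.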
LDHA block: inhibitors of human lactate dehydrogenase A; purified LDHA, NADH/diaphorase-resazurin fluorescence; active compounds read low; activity change, % (values are at about 110 or 230 µM); P00338; AID 1347041; actives 0.15% (n = 480,000); in the data active means activity change below about -30%; inconclusive means mostly about -25% to -30%;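 further: plate controls were DMSO wells for no effect and wells without enzyme for full effect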
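Human LDH5 at 2 nM final in Tris HCl pH 7.4 with 0.06 mM NADH and 0.2 mM pyruvate, reacted 5 minutes at room temperature. Remaining NADH coupled via diaphorase/resazurin; resorufin fluorescence read at 0 and 20 minutes, normalized to enzyme-free and DMSO wells.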
D1 agonist: agonists of human D1 dopamine receptor; P21728; HEK293 T-REx D1 cells, calcium flux, agonist mode; activation, % at 2 µM; actives 1% (n = 360,000); AID 504660; in the data active means activation above about 30%; further: 0% is about no effect
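Agonism was scored from calcium flux recorded over 180 s (1 read/s) after pintool compound addition, following a 10-cycle baseline. Cells were inducible force-coupled HEK293 TREx D1, plated overnight at 30 C and loaded with no-wash calcium dye.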
* = called active by the depositor; ? = inconclusive; . = not tested or not shown; & = joins results of further samples. Unless noted, the call rests on the fitted dose curve; in most records, active means well fitted curve in the direction sought with a large enough effect; inconclusive means small, poorly fitted or top-dose-only effect, or another doubt; inactive means no such curve, though single readings can be large; an effect the other way counts as inactive or inconclusive. Some of the compounds tested. The share of hits here may be higher or lower than overall.

Letters – A = Glioma ERSR ind; B = Vif-APOBEC3F blk; C = D1 antag; D = RXFP1 agonist; E = D1 PAM; F = Vif-A3G inh; G = D2 PAM; H = LDHA block; I = D1 agonist
> COc1cc(OC)cc(C(=O)NCC(=O)NCCN2C(=O)S/C(=C\c3ccc4c(c3)OCO4)C2=O)c1
  A: -4%	B: ?	C: .	D: .	E: .	F: -6%	G: .	H: -5	I: .
> Cc1ccc(-c2nc(NC(=O)CSc3cc(C)c4ccccc4n3)ns2)cc1
  A: 1%&0%	B: 0%&4%	C: -24&7	D: ?	E: 3&-2	F: -4%&3%	G: -3&14	H: 0&-15	I: 0&-4
> O=C1C2C(C(=O)N1/N=C/c1cc([N+](=O)[O-])c(O)cc1O)C1C=CC2C12CC2 (configuration not stated)
  A: -4%	B: -1%	C: -4	D: -0.1%	E: -1	F: 4%	G: 4	H: -8	I: 1
> CCn1c(SCC(=O)NC(=O)c2ccccc2OC)nc2ccccc21
  A: 1%	B: 0%	C: 6	D: 0.7%	E: 2	F: 1%	G: 13	H: -1	I: 3
> COc1ccc(-c2noc(CN(C(=O)c3ccc4c(c3)OCO4)C(C)C)n2)cc1OC
  A: -4%	B: 0%	C: 21	D: 1.3%	E: -2	F: -4%	G: 13	H: -5	I: 2
> O=[N+]([O-])c1cccc(/C=C/c2nc3ccc([N+](=O)[O-])cc3[nH]2)c1
  A: -11%	B: -4%	C: 5	D: 1.2%	E: -8	F: -10%	G: -9	H: -5	I: 0
> COc1ccc(-c2ccc(SCc3ccccn3)nn2)cc1OC
  A: 4%	B: 1%	C: -11	D: 3.3%	E: -6	F: -1%	G: 12	H: 4	I: 1
> COc1ccc(COC(=O)Nc2c(SC)nsc2SC)cc1
  A: -3%	B: -3%	C: 5	D: -1.0%	E: -2	F: -2%	G: 12	H: -3	I: 7
> Cc1nn(-c2cc(N3CCCCC3)ccc2[N+](=O)[O-])c(=O)c2ccccc12
  A: -5%	B: -1%	C: -13	D: -4.0%	E: -9	F: -1%	G: 3	H: 0	I: 5
> COc1ccccc1NC(=O)CCn1c(=O)oc2cc(Cl)ccc21
  A: -1%	B: 4%	C: -5	D: 2.1%	E: -3	F: 1%	G: -2	H: 2	I: 1
> O=C(CN(C(=O)c1nsc(Cl)c1Cl)c1cccc(F)c1)NC1CCCC1
  A: 0%	B: -13%	C: 17	D: -0.6%	E: -12	F: 0%	G: 14	H: -10	I: 2
> COc1ccc(NC(=O)COC(=O)CCCOc2ccc(Cl)cc2Cl)cc1Cl
  A: -7%	B: ?	C: -11	D: 0.6%	E: 0	F: -2%	G: -14	H: 2	I: 5
> COc1ccc(Cl)cc1C(=O)Nc1ccc(N(C)C(C)=O)cc1
  A: 0%	B: -14%	C: -15	D: 1.7%	E: -3	F: 0%	G: -8	H: -10	I: 7
> Cc1cccc(C)c1NC(=O)C1(N(C(=O)c2ccccn2)c2ccc(O)cc2)CCCCC1
  A: -5%	B: 4%	C: 5	D: -1.1%	E: 2	F: -1%	G: -18	H: -5	I: 3
> Cc1cc(NS(=O)(=O)c2ccc(NC(=O)C(c3ccccc3)c3ccccc3)cc2)no1
  A: -6%	B: 10%	C: .	D: -0.2%	E: -2	F: 1%	G: -9	H: -7	I: -2
> CC(C)(C)NC(=O)COC(=O)c1cncc(Br)c1
  A: -6%	B: 7%	C: -13	D: 3.4%	E: -8	F: 1%	G: -1	H: -7	I: 2
> Oc1ccccc1/C=N/Nc1nn[nH]n1
  A: -2%	B: 0%	C: 23	D: 0.1%	E: -4	F: -3%	G: 6	H: -4	I: 4
> CCOc1ccc(-c2cc(NC(=O)c3cccc(Cl)c3)c(C(=O)OC)s2)cc1
  A: -1%	B: -2%	C: -15	D: ?	E: -3	F: 2%	G: 1	H: 2	I: 3
> NNC(=S)NC1CCCCCCCCCCC1
  A: -1%	B: ?	C: -9	D: 0.3%	E: -3	F: -2%	G: -3	H: -5	I: 1
> COc1cc(C(=O)NCCC(=O)NCc2cccs2)cc(OC)c1OC
  A: -5%	B: -1%	C: .	D: .	E: .	F: -1%	G: .	H: -6	I: .
> O=C1Nc2cc(C(=O)NCCCN3CCCC3)ccc2S/C1=C\c1ccccc1
  A: -5%	B: 0%	C: -20	D: -2.7%	E: -6	F: -27%	G: -10	H: -6	I: 8
> Cc1cccc(NC(=O)Cn2nc(-c3cccs3)ccc2=O)c1C
  A: 1%	B: 6%	C: -14	D: 0.2%	E: -10	F: 0%	G: 16	H: -4	I: 9
> Cc1ccc(-c2nn(CC(=O)N3CCOCC3)c(=O)c3ccccc23)cc1S(=O)(=O)N(C)C
  A: 1%	B: 1%	C: 2	D: 4.8%	E: 2	F: 2%	G: 9	H: 7&-6	I: 3
> Cc1ccc(NC(=O)CSc2nnc(CCCCCNC(=O)OC(C)(C)C)o2)c(C)c1
  A: -2%	B: 0%	C: -4	D: -0.3%	E: -6	F: 3%	G: 9	H: -5	I: -1
> COc1cc(C(=O)NCC(=O)OCc2ccccc2Cl)cc(OC)c1OC
  A: -2%	B: -19%	C: .	D: 0.2%	E: -2	F: -1%	G: 1	H: -2	I: 3
> Cc1c(/C=N\NC(=O)C2COc3ccccc3O2)c2ccccc2n1C (configuration not stated)
  A: -4%	B: 3%	C: -2	D: 2.8%	E: -3	F: -47%	G: -19	H: 3	I: 0
> O=P(C(=NCCO)NO)(N1CCOCC1)N1CCOCC1
  A: -3%	B: 14%	C: -5	D: -0.2%	E: -12	F: 2%	G: -3	H: -15	I: 2
> O=C(COC(=O)c1ccccc1NCCO)NNC(=O)c1cccs1
  A: 3%	B: 3%	C: -26	D: 1.4%	E: 0	F: 0%	G: 2	H: -9	I: 1
> O=C(CSc1nncc2ccccc12)N1CCCCC1
  A: 2%	B: 1%	C: -15	D: 3.8%	E: 0	F: 1%	G: -4	H: 0	I: 5
> O=C(O)CSc1c2ccccc2cc2ccccc12
  A: -2%	B: 0%	C: -23	D: 5.8%	E: -3	F: ?	G: 1	H: -3	I: 3

Some of the entries above in a different format.
The line under a structure holds: Glioma ERSR ind	Vif-APOBEC3F blk	D1 antag	RXFP1 agonist	D1 PAM	Vif-A3G inh	D2 PAM	LDHA block	D1 agonist
- Cc1ccc(-c2nn(CC(=O)N3CCOCC3)c(=O)c3ccccc23)cc1S(=O)(=O)N(C)C
    1%	1%	2	4.8%	2	2%	9	7&-6	3
- CCOc1ccc(-c2cc(NC(=O)c3cccc(Cl)c3)c(C(=O)OC)s2)cc1
    -1%	-2%	-15	?	-3	2%	1	2	3

Four entries from above, comma-delimited:
Molecule,Glioma ERSR ind,Vif-APOBEC3F blk,D1 antag,RXFP1 agonist,D1 PAM,Vif-A3G inh,D2 PAM,LDHA block,D1 agonist
O=C1C2C(C(=O)N1/N=C/c1cc([N+](=O)[O-])c(O)cc1O)C1C=CC2C12CC2 (configuration not stated),-4%,-1%,-4,-0.1%,-1,4%,4,-8,1
CCn1c(SCC(=O)NC(=O)c2ccccc2OC)nc2ccccc21,1%,0%,6,0.7%,2,1%,13,-1,3
COc1ccc(-c2noc(CN(C(=O)c3ccc4c(c3)OCO4)C(C)C)n2)cc1OC,-4%,0%,21,1.3%,-2,-4%,13,-5,2
O=[N+]([O-])c1cccc(/C=C/c2nc3ccc([N+](=O)[O-])cc3[nH]2)c1,-11%,-4%,5,1.2%,-8,-10%,-9,-5,0

(cont.)
Letters – A = Glioma ERSR ind; B = Vif-APOBEC3F blk; C = D1 antag; D = RXFP1 agonist; E = D1 PAM; F = Vif-A3G inh; G = D2 PAM; H = LDHA block; I = D1 agonist
> COc1ccc(C)cc1N/C(N)=N/c1nc(C)cc(C)n1
  A: -6%	B: -8%	C: -75*	D: -0.9%	E: -6	F: 5%	G: -3	H: -8	I: 11
> Cc1cc(C)c2ccc(N)nc2c1O
  A: 1%	B: 4%	C: -4	D: -2.8%	E: -3	F: 0%	G: -6	H: 9	I: 1
> Nn1c(SCC(=O)NC2CCS(=O)(=O)C2)nnc1-c1ccco1 (configuration not stated)
  A: -2%	B: 0%	C: .	D: .	E: .	F: 1%	G: .	H: -6	I: .
> CCn1cc2nc(SCC(=O)Nc3ccccc3C(F)(F)F)n(Cc3ccc(C)cc3)c(=O)c2n1
  A: -1%	B: -14%	C: 24	D: -3.9%	E: 0	F: -14%	G: -6	H: -16	I: 10
> COC(=O)c1ccccc1NC(=O)C1CCN(C(=O)c2cc(OC)cc(OC)c2)CC1
  A: -3%	B: .	C: -1	D: -1.8%	E: -5	F: 1%	G: 5	H: 2	I: 1
> COc1ccc(-n2nnnc2C2CCN(S(=O)(=O)c3ccc(NC(C)=O)cc3)CC2)cc1
  A: -3%	B: -7%	C: -4	D: -3.0%	E: -1	F: 5%	G: -4	H: -2	I: 0
> CC(=O)c1cccc(NC(=O)c2ccc(S(=O)(=O)N3CCCCC3)cc2)c1
  A: -4%	B: -1%	C: -11	D: -3.4%	E: -3	F: -2%	G: -3	H: -7	I: 7
> COc1ccc([C@H]2N[C@]3(CCCN(Cc4ccc(C)cc4)C3=O)[C@H]3C(=O)N(Cc4ccccc4)C(=O)[C@@H]23)cc1
  A: -4%	B: 1%	C: .	D: .	E: .	F: 2%	G: .	H: -7	I: .
> CCCCOCCCNC(=O)N[C@H](C(=O)O)C(C)CC (some centres not stated)
  A: -2%	B: -8%	C: -4	D: -0.3%	E: -1	F: -3%	G: 7	H: 2&-13	I: 5
> CCOP(=O)(c1ccccc1)c1nc(-c2ccccc2C)oc1N1CCCCC1 (configuration not stated)
  A: 9%	B: 4%	C: 34	D: -0.9%	E: 5	F: -15%	G: 13	H: -3	I: 8
> CC(=O)Oc1ccc2c3c(c(=O)oc2c1C)CCCC3
  A: -3%	B: 3%	C: -7	D: 2.1%	E: -8	F: 0%	G: 6	H: 0	I: 1
